Eya2 inh = inhibitors of human Eya2 phosphatase activity. recombinant Eya2, OMFP fluorescence dephosphorylation (OMFP is methylfluorescein phosphate). Potency, µM (titrated, usually from 76.9 µM), inactives show at the top dose activity, negative = inhibition, most hits filed as inhibitors. 0.006% of 330,000 active; further: potency means the concentration at half of the fitted maximal effect; on the % scale 0 is the no-effect control and ±100 the full control effect
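Eya2 protein (added as 0.2 uM solution) was preincubated with compound for 10 min at ambient temperature in 50 mM HEPES pH 7.5, 50 mM NaCl, 5 uM MgCl2, 0.05% BSA, 1 mM DTT. OMFP (added at 50 uM) then reacted 10 min; fluorescence read at 485/525 nm.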
hERG WT inh = blocks the wildtype human KCNH2 potassium channel | Q12809 | U2OS, BacMam KCNH2, thallium flux FluxOr; hits give low values | activity change, % at 1.84 µM | 0.37% of 340,000 active | AID 720551;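 active means maximum activity change below -70%; inconclusive means maximum activity change between -70% and -50%; inactive means maximum activity change above -50%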; further: on the % scale 0 is the no-effect control and ±100 the full control effect
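U2OS cells were transduced with wild-type KCNH2 virus (2.03 x 10^8 / mL) for 4 h at room temperature, then cultured overnight at 37 C. Thallium flux was read with FluxOr dye. Rate constants were normalized to DMSO controls.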
MBNL1 CUG block = inhibitors of human MBNL1 binding to CUG repeat RNA | Q9NR56 | TR-FRET MBNL1-His/biotin-(CUG)12 binding, 665/545 ratio | Potency, µM (highest dose often 57.5 µM), for inactives: at the highest dose activity change, negative = inhibition, usual class: inhibitors | 0.036% of 280,000 active | AID 2675; active means well fitted inhibition curve with a large enough effect in the signal ratio, with a control signal flat, not every such curve was filed as active; inconclusive means small, poorly fitted or top-dose-only effect, or effect the other way, or a change in a side signal; inactive means no such curve, though single readings can be large or run the other way; the % refers to the signal ratio; further: potency means the concentration at half of the fitted maximal effect; on the % scale 0 is the no-effect control and ±100 the full control effect
Target sequence (Q9NR56 whole entry, looked up): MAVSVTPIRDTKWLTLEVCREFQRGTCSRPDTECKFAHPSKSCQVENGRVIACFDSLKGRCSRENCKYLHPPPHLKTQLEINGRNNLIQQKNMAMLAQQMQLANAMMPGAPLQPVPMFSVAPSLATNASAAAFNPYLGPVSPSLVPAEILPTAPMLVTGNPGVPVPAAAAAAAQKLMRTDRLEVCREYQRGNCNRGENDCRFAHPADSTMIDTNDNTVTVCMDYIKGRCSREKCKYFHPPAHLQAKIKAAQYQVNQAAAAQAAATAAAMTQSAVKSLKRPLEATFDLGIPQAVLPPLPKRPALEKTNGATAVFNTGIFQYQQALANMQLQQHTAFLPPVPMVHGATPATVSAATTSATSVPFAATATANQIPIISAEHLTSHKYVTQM
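Compounds (final 92 nM to 58 uM) are added to His-tagged MBNL1 and biotin-(CUG)12, then terbium anti-His antibody and streptavidin-XL665 (5 nM final). After 60 min at room temperature, the 665/545 nm ratio is read.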
USP2a inh = inhibitors of human ubiquitin-specific protease USP2a; O75604; USP2 core, Ub-CHOP2 coupled fluorogenic reporter, 485/531; Potency, µM (titrated, usually from 38.3 µM), for inactives: top-dose activity change, negative = inhibition, hits mostly inhibitors; 0.01% of 330,000 active; AID 463254;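 further: potency means the concentration at half of the fitted maximal effect; plate controls were DMSO wells for no effect and full inhibition by NEM control for full effect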
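Cell-free coupled assay: 10nM USP2 core preincubated 30min RT with compound in Tris-HCl pH 8.0/CaCl2/CHAPS buffer, then 25nM Ub-CHOP2 and 25nM reporter substrate; fluorescence (Ex 485/Em 531) read after 60min RT, normalized to NEM inhibition, concentration-response curves fitted.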
TSHR antagonist = blocks TSH signaling through the human TSH receptor; AID 504810; 0.2% of 330,000 active; activity change, negative = inhibition, % at 11.5 µM; P16473; TSHR-expressing cells, TSH-stimulated cAMP HTRF, 2 h; hits give low values;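 active means activity change below a set negative limit, meaning inhibition stronger than a set level, cut at about -70% in these data; inconclusive means activity change between two set negative limits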; further: on the % scale 0 is the no-effect control and ±100 the full control effect
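TSHR-expressing cells were treated with compounds, then stimulated with TSH at EC80 (4nM final) for 2 hours at 37 deg C. Cellular cAMP was measured by HTRF competition between lysate cAMP and cAMP-d2 for a cryptate-labelled anti-cAMP antibody.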
Mito fusion yeast = inhibitors of mitochondrial division or activators of mitochondrial fusion; S. cerevisiae fusion-defective mutant growth rescue, CellTiterGlo 48 h; Potency, µM (top dose mostly 46.1 µM), for inactives: at the highest dose growth rescue (activation), actives largely listed as activators; 0.23% of 320,000 active;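 further: potency means the concentration at half of the fitted maximal effect; % of control where 0% means no effect; nearly all actives have a fitted effect of over 45% in size; temperature-sensitive fusion mutants such as fzo1-1 at 37 °C on non-fermentable ethanol glycerol medium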
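S. cerevisiae fusion-defective temperature-sensitive mutants (e.g. fzo1-1, mgm1-5) grown 48 h at 37C in YPEG (ethanol/glycerol non-fermentable) medium with 23 nl compound per well; growth rescue read as CellTiterGlo luminescence.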
ASM inhibitor = inhibitors of human secretory acid sphingomyelinase; P17405; placental ASM, HMU-PC fluorogenic substrate, 60 min; Potency, µM (doses to about 57.5 µM), for inactives: at the highest dose activity change, negative = inhibition, usual class: inhibitors; 0.006% of 340,000 active; AID 504937; further: potency means the concentration at half of the fitted maximal effect
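Fluorogenic HMU-PC substrate (9 uM final) is turned over by placental ASM in 60 min at 37 C after a 10 min compound preincubation. Reaction ended by alkaline stop (pH 10), with fluorescence read at 386/447 nm.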
GALK inh = inhibitors of human galactokinase; P51570; Purified GALK, Kinase-Glo residual ATP luminescence; Potency, µM (top dose mostly 57.5 µM), inactives show at the highest dose activity change, negative = inhibition, usual class: inhibitors; 0.007% of 270,000 active; further: potency means the concentration at half of the fitted maximal effect; on the % scale 0 is the no-effect control and ±100 the full control effect
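Kinase-Glo Plus luminescence measured ATP left after a 1 h room-temperature reaction. The reaction used 5 nM GALK, 100 uM galactose and 35 uM ATP at pH 8.0 (20 mM HEPES, 5 mM MgCl2, 60 mM NaCl, 1 mM DTT, 0.01% BSA).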
PKM2 act = PKM2 (human) enzyme activation | purified PKM2, Kinase-Glo ATP luminescence, activation; response scale: 0% is enzyme alone, no compound | 0.34% of 260,000 active | Potency, µM (titrated, usually from 57.5 µM), inactives show top-dose activation, most hits filed as activators; further: potency means the concentration at half of the fitted maximal effect; on the % scale 0 is the no-effect control and ±100 the full control effect; nearly all actives have a fitted effect of over 55% in size
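Kinase-Glo luminescence reports ATP generated from ADP (0.1 mM) and PEP (0.5 mM) by purified hPK-M2 after 1 h at room temperature, pH 7.2 imidazole buffer; intermediate enzyme activity allows detecting inhibitors and activators.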
BCR signal inh = chronic active BCR signaling inhibition. 0.05% of 340,000 active. ABC-DLBCL IkBa-CBG/CBR reporter, luminescence ratio, 4 h. Potency, µM (titrated, usually from 46.1 µM), without a hit: at the top dose ratio change, negative = lower green/red ratio, hits mostly inhibitors; active means well fitted inhibition curve with a large enough effect in the signal ratio, with a control signal flat, not every such curve was filed as active; inconclusive means small, poorly fitted or top-dose-only effect, or effect the other way, or a change in a side signal; the % refers to the signal ratio;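 further: potency means the concentration at half of the fitted maximal effect; plate controls were basal doxycycline-induced cells for no effect and cells given 10 µM MG132 for full effect; MG132 reads +100%, hits lower the ratio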
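TMD8 human ABC-DLBCL cells with doxycycline-inducible IκBα–green luciferase fusion and unfused red luciferase, in 0.5% FBS medium; compounds up to 46 uM, 4 h at 37C. Green/red luminescence ratio, filter-overlap corrected, fitted to concentration-response curves.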
Menin MLL FP TR = menin-MLL binding inhibition, Texas Red mutant peptide | O00255 | Menin + Texas Red MLL mutant peptide, fluorescence polarization | Potency, µM (series often up to 61.6 µM), for inactives: at the highest dose FP activity change, negative = inhibition, hits mostly inhibitors | 0.23% of 270,000 active; active means well fitted inhibition curve with a large enough effect in the polarisation, with a control signal flat, not every such curve was filed as active; inconclusive means small, poorly fitted or top-dose-only effect, or effect the other way, or a change in a side signal; inactive means no such curve, though single readings can be large or run the other way; the % refers to the polarisation; further: potency means the concentration at half of the fitted maximal effect; % of control where 0% means no effect; many of its hits are not listed in these tables
Target sequence (O00255 whole entry, looked up): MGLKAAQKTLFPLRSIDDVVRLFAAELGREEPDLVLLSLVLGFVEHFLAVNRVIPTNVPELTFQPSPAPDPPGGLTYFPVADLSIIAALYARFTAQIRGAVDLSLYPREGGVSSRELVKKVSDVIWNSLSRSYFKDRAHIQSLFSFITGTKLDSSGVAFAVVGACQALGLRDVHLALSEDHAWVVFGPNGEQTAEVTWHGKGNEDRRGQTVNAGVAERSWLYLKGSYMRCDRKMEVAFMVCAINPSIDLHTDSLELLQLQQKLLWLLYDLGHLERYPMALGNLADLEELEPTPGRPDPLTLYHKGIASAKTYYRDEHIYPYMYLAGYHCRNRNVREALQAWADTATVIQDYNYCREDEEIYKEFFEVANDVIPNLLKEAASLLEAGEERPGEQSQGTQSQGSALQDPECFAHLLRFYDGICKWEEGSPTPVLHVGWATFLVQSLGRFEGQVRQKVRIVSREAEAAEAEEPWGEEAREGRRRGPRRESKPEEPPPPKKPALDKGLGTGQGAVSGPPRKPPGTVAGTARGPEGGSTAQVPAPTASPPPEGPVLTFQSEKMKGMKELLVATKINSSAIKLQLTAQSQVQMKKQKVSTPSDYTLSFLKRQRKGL
The depositor's hits bear a star; u = inconclusive; x = no result given; [ ] = another dose, or the depositor's remark. Unless noted, the call rests on the fitted dose curve; in most records, active means well fitted curve in the direction sought with a large enough effect; inconclusive means small, poorly fitted or top-dose-only effect, or another doubt; inactive means no such curve, though single readings can be large; an effect the other way counts as inactive or inconclusive.

SMILES	Eya2 inh	hERG WT inh	MBNL1 CUG block	USP2a inh	TSHR antagonist	Mito fusion yeast	ASM inhibitor	GALK inh	PKM2 act	BCR signal inh	Menin MLL FP TR
O=C(O)c1cc(N2N=C(C(F)(F)F)/C(=C/C=C/c3ccco3)C2=O)ccc1Cl	-24%	7	u	10µM*	50	-8%	-15%	-18%	2%	u	u
Cc1cc(=O)[nH]c(SCC(=O)Nc2ccccc2[N+](=O)[O-])n1	13%	-4	x	-2%	-3	-3%	1%	-3%	14%	u	x
O=C(NCc1ccco1)c1ccc(F)c(S(=O)(=O)N2CCCCC2)c1	15%	-3	-8%	-1%	0	13%	-2%	11%	0%	-1%	2%
CCOC(=O)c1sc2nc(-c3ccccc3)ccc2c1N	4%	-2	0%	4%	3	3%	196%[activator]	x	-2%	u	-13%
O=S(=O)(c1ccc(Sc2nnc3ccccn23)nc1)N1CCOCC1	4%	-6	-2%	3%	-3	-2%	5%	-1%	-1%	2%	7%
CC(=O)C[C@@H](O)CC(=O)[C@@H]1OC(=O)[C@H](C)CCCCc2ccccc21	-25%	-2	x	-1%	-2	x	-2%	x	x	4%	x
Cc1cnc(C(=O)Nc2cccc3cccnc23)cn1	2%	2	0%	-7%	-7	-3%	5%	3%	-1%	-4%	-14%
CCn1c(C)cc(/C=C2/SC(=S)N(CC(=O)O)C2=O)c1C	19%	-2	u	1%	-14	3%	-9%	-3%	-37%	2%	16%
O=C(NC(=S)Nc1ccc2ncccc2c1)c1ccccc1	-5%	-6	7%	6%	-6	6%	-5%	0%	2%	u	-1%
O=C(NC1=NCCS1)NC12CC3CC(CC(C3)C1)C2	14%	4	1%	-2%	6	-13%	3%	0%	-1%	-9%	9%
CCOC(=O)[C@@H]1[C@H]2COc3ccccc3[C@H]2N2C(=O)N(c3ccc(C(F)(F)F)cc3)C(=O)[C@]12C	13%	-1	-3%	-2%	-28	-16%	-4%	x	-6%	29%	24%
COC(=O)CN1C(C)=Nc2ccc(C)cc2C1c1ccccc1 (stereo not drawn)	8%	-2	-5%	2%	-10	-7%	9%	1%	3%	u	0%
O=C(N/N=C/c1cccnc1)c1cccc(N2CCCC2=O)c1	21%	6	x	0%	-8	-1%	2%	8%	-10%	5%	x
Cc1cccc(C(=O)NC(C)C(c2cccs2)N2CCOCC2)c1 (stereo not drawn)	11%	35	-1%	-6%	-6	5%	1%	-2%	-1%	7%	x
O=C(Nc1nnc(C2=COCCO2)o1)c1ccc(S(=O)(=O)N2CCCCC2)cc1	3%	0	6%	2%	-10	8%	-2%	-4%	3%	-1%	17%
COc1cc2c(C(=O)N3CCN(c4cccc(Cl)c4)CC3)cn(CC(C)C)c(=O)c2cc1OC	-3%	2	0%	u	-18	4%	-14%	2%	9%	u	-9%
O=C(COC(=O)[C@@H]1CCCN1C(=O)c1cccs1)Nc1ccc(Br)cc1	2%	1	x	3%	1	x	-3%	x	x	1%	x
O=S(=O)(c1ccc(F)cc1F)N1CCCN(c2ccc(C(F)(F)F)cn2)CC1	19%	-5	-6%	-3%	-13	-5%	-5%	0%	u	2%	x
Cc1cc(N2CCCCC2)nc2ccccc12	-3%	-6	-5%	1%	-2	3%	71%[activator]	10%	-4%	-1%	-2%
O=C(/C=C/c1cccs1)NCc1ccccc1	-27%	12	u	-8%	-6	10%	-4%	-1%	-4%	u	-3%

Exported with bars between the fields: 4 of the compounds above
Compound | Eya2 inh | hERG WT inh | MBNL1 CUG block | USP2a inh | TSHR antagonist | Mito fusion yeast | ASM inhibitor | GALK inh | PKM2 act | BCR signal inh | Menin MLL FP TR
CCn1c(C)cc(/C=C2/SC(=S)N(CC(=O)O)C2=O)c1C | 19% | -2 | u | 1% | -14 | 3% | -9% | -3% | -37% | 2% | 16%
O=C(NC(=S)Nc1ccc2ncccc2c1)c1ccccc1 | -5% | -6 | 7% | 6% | -6 | 6% | -5% | 0% | 2% | u | -1%
O=C(NC1=NCCS1)NC12CC3CC(CC(C3)C1)C2 | 14% | 4 | 1% | -2% | 6 | -13% | 3% | 0% | -1% | -9% | 9%
CCOC(=O)[C@@H]1[C@H]2COc3ccccc3[C@H]2N2C(=O)N(c3ccc(C(F)(F)F)cc3)C(=O)[C@]12C | 13% | -1 | -3% | -2% | -28 | -16% | -4% | x | -6% | 29% | 24%

Going on with the list:
SMILES	Eya2 inh	hERG WT inh	MBNL1 CUG block	USP2a inh	TSHR antagonist	Mito fusion yeast	ASM inhibitor	GALK inh	PKM2 act	BCR signal inh	Menin MLL FP TR
Cc1cc(C)n(CCNC(=O)c2ccco2)n1	5%	2	-6%	2%	4	-26%	0%	4%	2%	8%	5%
CCc1ccccc1NC(=O)CN1C(=O)C2CCCN2c2ncc(Cl)cc21 (stereo not drawn)	-25%	9	-6%	2%	9	0%	8%	0%	-1%	1%	1%
CC(C)c1c(C(=O)N/N=C/c2ccccc2OCc2c(F)cccc2Cl)nnn1-c1nonc1N	-8%	-22	0%	3%	-9	-13%	-2%	5%	x	2%	18%
O=C(NCCO)c1nc(C(=O)c2ccccc2)c2ccccc2n1	3%	3	x	0%	12	-3%	5%	x	x	u	x
Cc1ccc(S(=O)(=O)N2CCN(c3cc4c(cc3[N+](=O)[O-])n(C)c(=O)n4C)CC2)cc1	-10%	2	20%	-1%	-20	1%	u	5%	3%	3%	0%
CCOc1ccccc1OCCOc1ccc(F)cc1	-3%	14	-1%	-2%	-10	0%	3%	1%	0%	u	5%
COc1ccc(N2CCN(C(=O)CSc3nc(C)cs3)CC2)cc1	-29%	1	x	-1%	5	0%	0%	x	x	0%	x
CCC1(c2ccccc2)NC(=O)N(CC(=O)Nc2cc(S(=O)(=O)N3CCCCC3)ccc2N(C)C)C1=O (stereo not drawn)	-6%	-17	x	4%	-5	0%	-3%	x	x	7%	x
O=C(CSc1nc2[nH]ncc2c(=O)n1-c1ccccc1)N1CCCc2ccccc21	-2%	5	-2%	6%	-3	-4%	-3%	-1%	-2%	-6%	12%
O=C(NNC(=S)Nc1ccc(OC(F)F)cc1)c1cc2c(s1)CCCC2	-11%	-16	11%	-5%	23	6%	0%	-3%	-15%	0%	1%
CCCC1=C(C(=O)OCC)C(c2ccncc2)n2ncnc2N1 (stereo not drawn)	23%	8	-1%	8%	-5	-1%	3%	2%	8%	-2%	-1%
O=C(Nc1cccc(Cl)c1)Nc1ccccc1-n1ccnc1	-2%	0	1%	-2%	-3	8%	1%	3%	14%	17%	35%[activator]
C(#Cc1ccccc1)C[N+]1(CC#Cc2cccc3ccccc23)CCCC1	3%	-15	26%	5%	12	-8%	-9%	2%	1%	-1%	u
CC(NC(=O)Cn1cc2c(n1)CCCCC2)c1ccccc1 (stereo not drawn)	-14%	-1	13%	0%	0	-7%	-1%	-3%	-1%	7%	-1%
Cc1ccc(/C=C/C(=O)Nc2cc(C)on2)cc1	13%	17	3%	-11%	3	0%	3%	4%	-4%	3%	u
CCOc1ccccc1C(=O)NCCCCCC(=O)O	3%	4	4%	0%	-15	-2%	-2%	1%	-6%	u	3%
O=C(N/N=C/c1cc(Br)ccc1O)C(c1ccncc1)N1CCOCC1 (stereo not drawn)	8%	0	28%	1%	5	2%	115%[activator]	0%	-1%	0%	-3%
O=c1[nH]c(CSc2ncnc3sccc23)nc2ccccc12	6%	-2	-9%	-2%	3	-5%	-3%	-1%	3%	2%	x
COc1ccc(-c2cc(C(=O)NC3CCCC3)no2)cc1OC	-18%	8	-8%	9%	-3	2%	-1%	-2%	1%	-3%	-21%

This is a subset; the hit share may differ from the screen's.
